From PubChem BioAssay
MrgX1 antagonist – human MrgX1 receptor antagonism, primary screen; Q96LB2; MRGX1-HEK293 calcium flux, Fluo-4, BAM8-22 antagonism; active compounds read low; hit rate 1.3% among 310,000; B-score at 10 µM;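 active means calcium-response B-score plate-corrected more than 3 library SD below zero, starting fluorescence within 5 deviations, no agonist response on first addition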;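 further: peak minus trough fluorescence over baseline after final BAM8-22 challenge near maximal dose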
TRPC6 inhibitor – inhibitors of mouse TRPC6 channel; B-score at 10 µM; hit rate 1.1% among 310,000; HEK293-TRPC6, membrane potential dye, ACh-evoked depolarization; active compounds read low;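 active means B-score under library mean minus 3 SD, initial fluorescence not abnormally high, positive integrated signal ratio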;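 further: B-score derived from integrated fluorescence ratio over the kinetic read; more negative B-score means stronger inhibition of depolarization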
MrgX1 agonist – agonists of human MrgX1 receptor; Q96LB2; B-score at 10 µM; hit rate 0.44% among 310,000; MrgX1-HEK293 cells, Fluo-4 calcium fluorescence, agonist mode; active compounds read high; AID 588627;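 active means calcium response B-score plate-corrected fluorescence ratio at least 3 library SD, with starting fluorescence B-score inside 5 SD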
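times = overnight plating, then 30 min 37 °C plus 30 min room-temperature dye loading | assay system = stable human MrgX1 HEK293 cell line | input = fifteen thousand cells per well | signal = kinetic calcium dye fluorescence, Fluo-4 NW | dosing = compound delivered in addition one of three | read-out = B-scored fluorescence response ratio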
TRPC4 potent – allosterically enhances the mouse TRPC4 cation channel; Q9QUQ5; HEK293 TRPC4beta/mu-opioid, DAMGO EC20, Fluo-4 Ca2+ flux; active compounds read high; B-score at 10 µM; hit rate 0.42% among 310,000;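 active means B-score of calcium response area above 5 SD of library B-scores, with initial fluorescence ratio within 5 SD of library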;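 further: B-score of integrated fluorescence ratio over time as area under calcium response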
TRPC6 activator – mouse TRPC6 channel activation; hit rate 0.13% among 310,000; HEK293-TRPC6 membrane potential dye fluorescence; active compounds read high; AID 2550; Q61143; B-score at 10 µM;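 active means B-score of the integrated fluorescence ratio above library mean plus 3 SD, and starting fluorescence ratio within library mean plus 5 SD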;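 further: higher score means more depolarization so channel activation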
MrgX1 PAM – allosterically activates human MrgX1 receptor signaling; MrgX1-HEK293, Fluo-4 calcium flux, FDSS; active compounds read high; Q96LB2; AID 588675; hit rate 0.63% among 310,000; B-score at 10 µM;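 active means plate-corrected calcium response at least 3 library SD above typical, normal starting fluorescence, not activating the receptor alone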;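 further: compound read alongside a low EC10 to EC30 dose of BAM8-22 agonist; peak minus trough fluorescence over baseline measured at the second addition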
TRPC4 block – TRPC4 (mouse) channel inhibition | Q9QUQ5 | HEK293 TRPC4beta/mu-opioid, DAMGO-evoked Fluo4 calcium flux; active compounds read low | B-score at 10 µM | hit rate 0.39% among 300,000 | AID 2247;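 active means B-score over 3 SD under the library average, no early fluorescence shift, positive overall ratio signal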
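Signal: kinetic Fluo4 fluorescence imaging of calcium influx. Material: stable TRPC4beta/mu-opioid receptor HEK293 cells. Probe or stimulus: DAMGO in two steps, submaximal then maximal.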
TMEM16A act – activators or potentiators of mouse TMEM16A chloride channel; Q8BHY3; HEK293 TMEM16A/YFP-H148Q/I152L, iodide quench fluorescence; active compounds read low; B-score at 10 µM; hit rate 0.3% among 340,000;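 active means fluorescence-ratio B-score plate-corrected deviation score at least 3 library SD below zero, with starting fluorescence score within 5 deviations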;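 further: channel opened by trigger with iodide after compound preincubation; score built on the fluorescence ratio of max minus min over baseline; more negative score means more quench and so TMEM16A activation or potentiation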
Target sequence (Q8BHY3 whole entry, looked up): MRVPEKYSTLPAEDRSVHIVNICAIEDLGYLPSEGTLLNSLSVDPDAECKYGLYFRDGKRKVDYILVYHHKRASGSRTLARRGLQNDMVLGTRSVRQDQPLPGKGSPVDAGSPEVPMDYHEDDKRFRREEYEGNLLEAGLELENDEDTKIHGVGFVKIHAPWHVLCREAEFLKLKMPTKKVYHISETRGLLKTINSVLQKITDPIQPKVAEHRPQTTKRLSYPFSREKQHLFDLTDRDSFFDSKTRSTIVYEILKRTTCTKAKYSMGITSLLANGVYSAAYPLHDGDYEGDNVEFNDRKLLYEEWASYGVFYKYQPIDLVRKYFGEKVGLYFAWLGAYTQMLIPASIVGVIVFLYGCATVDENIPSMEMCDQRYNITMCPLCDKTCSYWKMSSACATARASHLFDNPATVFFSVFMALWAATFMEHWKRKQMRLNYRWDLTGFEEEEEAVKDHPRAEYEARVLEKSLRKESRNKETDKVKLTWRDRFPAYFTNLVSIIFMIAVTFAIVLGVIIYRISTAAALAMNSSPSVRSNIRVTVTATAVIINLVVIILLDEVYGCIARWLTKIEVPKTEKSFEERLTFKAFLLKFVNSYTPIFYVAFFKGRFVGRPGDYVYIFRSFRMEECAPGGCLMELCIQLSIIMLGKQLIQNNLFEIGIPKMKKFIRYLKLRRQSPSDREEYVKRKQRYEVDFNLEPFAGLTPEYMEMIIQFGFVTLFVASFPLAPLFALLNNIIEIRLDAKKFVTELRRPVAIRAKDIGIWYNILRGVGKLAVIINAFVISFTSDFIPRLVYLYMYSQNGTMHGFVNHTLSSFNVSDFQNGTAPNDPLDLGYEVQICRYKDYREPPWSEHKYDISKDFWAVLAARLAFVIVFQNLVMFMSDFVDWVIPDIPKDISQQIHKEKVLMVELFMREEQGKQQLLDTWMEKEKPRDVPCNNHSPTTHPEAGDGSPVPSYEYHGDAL
TRPC4 agonist – activators of mouse TRPC4 channel; AID 2237; hit rate 0.49% among 310,000; B-score at 10 µM; Q9QUQ5; HEK293 TRPC4beta/mu-opioid, Fluo4 calcium fluorescence; active compounds read high;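 active means B-score above 5 SD of library B-scores, and initial fluorescence ratio not above library mean plus 5 SD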;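 further: positive B-score marks a calcium rise read as TRPC4 activation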
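System: HEK293 cells stably co-expressing mouse TRPC4beta and mu-opioid receptor; Schedule: Fluo4 dye loading 45 min at room temperature, 110 s recording; Detection: Fluo4 fluorescence, kinetic; Evaluation: B-scored integrated calcium fluorescence ratio; Controls: buffer (low) and maximal DAMGO (high).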
RGS4 block – inhibitors of human RGS4; P49798; HEK293 M3R/RGS4 inducible, Fluo-4 calcium flux; active compounds read high; triggered by carbachol at its EC20; B-score at 10 µM; hit rate 0.45% among 310,000; AID 463165;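 active means B-score, a plate-corrected calcium signal, over three deviations above library mean, with baseline fluorescence within five deviations of library mean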;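 further: RGS4 expression induced by doxycycline in cells with stable M3 receptor; B-score is computed from the integrated fluorescence ratio over baseline after carbachol; higher B-score means a larger calcium signal and so more RGS4 inhibition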
ANO1 block – mouse TMEM16A channel inhibition, primary screen; HEK293 TMEM16A/YFP iodide influx fluorescence, ionomycin; normalized B-score (activity score, 25-100; higher = stronger inhibition) at 10 µM; hit rate 1.2% among 310,000;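 active means ratio plate-corrected score three or more library SD toward inhibition, starting fluorescence score within five deviations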;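 further: score derived from kinetic fluorescence span divided by baseline fluorescence per well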
* marks the source's active call; other numbers are inactive results; i = inactive; / = no result given.

SMILES	MrgX1 antagonist	TRPC6 inhibitor	MrgX1 agonist	TRPC4 potent	TRPC6 activator	MrgX1 PAM	TRPC4 block	TMEM16A act	TRPC4 agonist	RGS4 block	ANO1 block
Cc1cccc(N(CC(=O)NCC2CCCO2)C(=O)CNS(=O)(=O)c2ccc(Cl)cc2)c1 (configuration not stated)	i	i	i	i	i	i	i	i	i	i	i
CC(C)(CNCC(O)c1ccccc1)N1CCOCC1 (configuration not stated)	i	i	i	i	i	i	i	i	i	i	i
CCc1ccc(C(=O)NNC(=O)c2cccc(N3C(=O)CCC3=O)c2)cc1	i	i	i	i	i	i	i	i	i	i	i
O=C(O)C1C2C=CC(O2)C1C(=O)NCc1ccc2c(c1)OCO2 (configuration not stated)	i	i	i	i	i	i	i	i	i	i	i
COc1ccc(-c2c(C#N)c(N)nc3c2CCC3)cc1	i	i	i	i	i	i	i	i	i	i	i
CCOC(=O)N1CCN(S(=O)(=O)c2ccc(C(=O)Nc3sc4c(c3C(=O)OC)CCN(C)C4)cc2)CC1	i	i	i	i	i	i	i	i	i	i	i
COc1cc(NC(=O)COc2cccc(OC)c2)cc(OC)c1	i	i	i	i	i	i	i	i	i	i	i
O=C(O)CC(NC(=O)C1c2ccccc2Oc2ccccc21)c1ccc(OC2CCCC2)cc1 (configuration not stated)	i	i	i	i	i	i	i	i	i	i	i
COc1cc2c(cc1OC)C(COc1ccc3c(C)cc(=O)oc3c1)N(C(=O)c1ccco1)CC2 (configuration not stated)	i	i	i	i	i	i	i	i	i	i	i
CC(=O)c1ccc(N2CCN(C(=O)/C=C/c3cccs3)CC2)cc1	i	i	i	i	i	i	i	i	i	i	i
Cc1ccc(NC(=S)NCCCN2CCOCC2)cc1	i	i	i	i	i	i	i	i	i	i	i
Cc1cccc2cc(CN(C(=O)c3cccc([N+](=O)[O-])c3)C(C)C)c(=O)[nH]c12	i	i	i	i	i	i	i	i	i	i	i
CC(C)C(=O)Nc1c(C(=O)N2CCN(c3ncccn3)CC2)oc2ccccc12	i	i	i	i	i	i	i	i	i	i	i
COc1ccc(/C=N\NC(=O)c2ccc([N+](=O)[O-])c(C)c2)cc1COc1ccccc1C(N)=O	i	i	i	i	i	i	i	i	i	i	i
c1ccc(-c2cn3cccnc3n2)cc1	i	i	i	i	i	i	i	i	i	i	i
O=C(CN1CCN(c2ccccn2)CC1)Nc1ccc2ccccc2c1	i	i	i	i	i	i	i	i	i	i	i
CC(=O)c1cccc(S(=O)(=O)NC2CC2)c1	-6.8*	i	i	i	i	i	i	i	i	i	i
Cc1c(Cl)c([N+](=O)[O-])nn1Cc1ccc(C(=O)Nc2ccc(Cl)cn2)o1	-6.9*	i	i	i	i	i	i	i	i	i	i
O=C(NCc1cccc(Cl)c1)c1ccc2nc[nH]c2c1	i	i	i	i	i	i	i	i	i	i	i
COc1ccc(NC(=O)CCC(=O)Nc2cc(OC)c(NC(=O)c3cccs3)cc2OC)cc1	i	i	i	i	i	i	i	i	i	i	i
Brc1ccc(N=Nc2ccc3ccccc3n2)cc1	i	i	i	i	i	i	i	i	i	i	i
Cc1cccc(C(=O)Nc2cccc(C(=O)N/N=C/c3cccc(C)n3)c2)c1	i	i	i	i	i	i	i	i	i	i	i
O=C(N/N=C/C(Cl)=C/c1ccc([N+](=O)[O-])cc1)C(=O)Nc1cccc(C(=O)O)c1	i	i	i	i	i	i	i	i	i	i	i
COc1cc(C2NC(=O)NC(C)=C2C(=O)OCC2CCCO2)ccc1O (configuration not stated)	i	i	i	i	i	i	i	i	i	i	i
O=Cc1c(NCc2ccccc2F)c2ccccc2[nH]c1=O	i	i	i	i	i	i	i	i	i	i	i
Remaining list, next part.
SMILES	MrgX1 antagonist	TRPC6 inhibitor	MrgX1 agonist	TRPC4 potent	TRPC6 activator	MrgX1 PAM	TRPC4 block	TMEM16A act	TRPC4 agonist	RGS4 block	ANO1 block
O=C(O)C1CC=CCC1C(=O)Nc1ccccc1Cl (configuration not stated)	i	i	i	i	i	i	i	i	i	i	i
COc1cc(NC(=O)COc2cc(O)c3c(c2)OC(C)(C)CC3=O)cc(OC)c1	i	i	i	i	i	i	i	i	i	i	i
COc1ccccc1-c1sc2ccccc2c1-c1ccc2c(c1)OCO2	i	i	i	i	i	i	i	i	i	i	i
CC(=O)N1c2ccc(S(=O)(=O)N3CCC(C(=O)NC4CCC(C)CC4)CC3)cc2CC1C (configuration not stated)	i	i	i	i	i	i	i	i	i	i	i
CCOC(=O)CC(=O)CSc1ccc2nnc(-c3ccc(F)cc3)n2n1	i	i	i	i	i	i	i	i	i	i	i
COc1ccccc1NS(=O)(=O)c1ccc2[nH]c(=O)[nH]c2c1	i	i	i	i	i	i	i	i	i	i	i
c1ccc(-c2nc3c([nH]2)CCc2nonc2-3)cc1	i	i	i	i	i	i	i	i	i	i	i
CCOCc1nnc(NC(=O)c2cc(C(=O)OC)cc([N+](=O)[O-])c2)s1	i	i	i	i	i	i	i	i	i	i	i
C#CC[N+](C)(C)CC#Cc1ccc(Cl)cc1	i	i	i	i	i	i	i	i	i	i	i
COC(C(=O)Nc1ccc(F)c(F)c1)c1ccccc1 (configuration not stated)	i	i	i	i	i	i	i	i	i	i	i
COC(=O)CCc1c(C)nc(N)[nH]c1=O	i	i	i	i	i	i	i	i	i	i	i
O=C(O)c1cc(-n2nnnc2SCc2ccccc2F)ccc1Cl	i	i	i	i	i	i	i	i	i	i	i
COCCOC(=O)/C(=C/c1ccc(OC(=O)c2ccccc2)cc1)C(C)=O	i	i	31*	i	i	i	i	i	i	15*	i
C#CC1CN(Cc2ccccc2)CC(C#C)N1C (configuration not stated)	i	i	i	i	i	i	i	i	i	i	i
CCCCCCn1ccc(=N)cc1	i	i	i	i	i	i	i	i	i	i	i
Cc1ccnc(NCc2c(O)ccc3ccccc23)c1	i	i	i	i	i	i	i	i	i	i	i
COc1ccc(Cl)cc1/C=C1/C(=O)ON=C1C	i	i	i	i	i	i	i	i	i	i	i
CCOc1ccc(S(=O)(=O)N(C)c2ccc(OCC(=O)OCc3c(C)noc3C)cc2)cc1	i	i	i	i	i	i	i	i	i	i	i
CCCOc1ccc(/C=C/C(=O)NCc2ccccc2)cc1	i	i	i	i	i	i	i	i	i	i	i
Cc1ccc(N(CC(O)CN2CCCCC2)S(=O)(=O)c2ccc(C)cc2)cc1 (configuration not stated)	i	i	i	i	i	i	i	i	i	i	i
Cc1ccc2nc(C)cc(Nc3ccc([N+](=O)[O-])cc3)c2c1	i	i	i	i	i	i	i	i	i	i	i
O=c1oc2cc([N+](=O)[O-])ccc2nc1/C=C(O)/C=C/c1ccccc1	i	i	i	i	i	i	i	/	i	i	i
CC(=O)N1CCN(S(=O)(=O)c2ccc(S(=O)(=O)NC3CC3)cc2)CC1	i	i	i	i	i	i	i	i	i	i	i
C/C(=N\NC(=O)C(=O)Nc1cc(C)ccc1C)c1ccncc1	i	i	i	i	i	i	i	i	i	i	i
COc1oc(-c2ccccc2C)nc1C(F)(F)F	i	i	i	i	i	i	i	i	i	i	i
The results go on.
SMILES	MrgX1 antagonist	TRPC6 inhibitor	MrgX1 agonist	TRPC4 potent	TRPC6 activator	MrgX1 PAM	TRPC4 block	TMEM16A act	TRPC4 agonist	RGS4 block	ANO1 block
CCC(=O)N(CCc1ccc(S(N)(=O)=O)cc1)C1CC(=O)N(c2ccc(OC)cc2)C1=O (configuration not stated)	i	i	i	i	i	i	i	i	i	i	i
COc1ccc(Br)cc1/C=N/NC(=O)CN1CCN(Cc2ccccc2)CC1	i	i	i	i	i	i	i	i	i	i	i
Cc1ccc(Cl)cc1NC(=O)COC(=O)C1CCCC1	i	i	i	i	i	i	i	i	i	i	i
CN(C(=O)c1ccc(Br)o1)C1(C)CCS(=O)(=O)C1 (configuration not stated)	i	i	i	i	i	i	i	i	i	i	i
CCOC(=O)N1CCN(S(=O)(=O)c2cc(Br)cc3c2N(C(C)=O)C(C)C3)CC1 (configuration not stated)	i	i	i	i	i	i	i	i	i	i	i
Cc1ccc(SCC(=O)OCC(=O)N(CC(C)C)C2CCS(=O)(=O)C2)cc1C (configuration not stated)	i	i	i	i	i	i	i	i	i	i	i
COc1cccc(NC(=O)NC2(C(=O)N3CCC(O)CC3)CCCCC2)c1	i	i	i	i	i	i	i	i	i	i	i
C1CN(CCN2CCOCC2)CCN1	i	i	i	i	i	i	i	i	i	i	i
COc1ccc(CNCC(O)(c2ccc(F)cc2)c2ccc(F)cc2)cc1OC	i	i	i	i	i	i	i	i	i	i	i
O=S(=O)(O)c1cccc2c(N=Nc3ccc(O)c4ncccc34)cccc12	i	i	i	i	i	i	i	i	i	i	i
O=C(O)CSc1cc(NS(=O)(=O)c2ccc(Cl)cc2)c2ccccc2c1O	i	i	i	i	i	i	i	i	i	i	i
COC(=O)c1ccc2c(=O)n(CCCN3CCCC3=O)c(=S)[nH]c2c1	i	i	i	i	i	i	i	i	i	i	i
CCS(=O)(=O)c1nc(S(=O)(=O)c2ccc(C)cc2)c(N2CCCC(C)C2)s1 (configuration not stated)	i	i	i	i	i	i	i	i	i	i	i
CN(C(=O)CSc1nc2c(cnn2-c2ccccc2)c(=O)[nH]1)C1CCS(=O)(=O)C1 (configuration not stated)	i	i	i	i	i	i	i	/	i	i	i
CC(=O)Oc1ccc(N2C(=O)CCC2=O)cc1	i	i	i	i	i	i	i	i	i	i	i
O=[N+]([O-])c1ccccc1S(=O)(=O)Nc1cccnc1	i	i	i	i	i	i	i	i	i	i	i
COc1ccc(C(=O)Nc2cc(C)c3c(=O)oc4ccccc4c3n2)cc1	i	i	i	i	i	i	i	i	i	i	i
Cc1cccc(C)c1-n1nnnc1-c1cnccc1C(F)(F)F	i	i	i	i	i	i	i	i	i	i	i
COc1ccc(-c2nc(NC(=O)Cn3ccc(C(F)(F)F)n3)sc2C)cc1	i	i	i	i	i	i	i	i	i	i	i
Oc1ccc(-c2csc(-c3cccnc3)n2)cc1O	i	i	i	i	i	i	i	i	i	i	i

Limited to ANO1 block and MrgX1 antagonist, for 2 of the compounds above:
SMILES	ANO1 block	MrgX1 antagonist
COc1ccc(Br)cc1/C=N/NC(=O)CN1CCN(Cc2ccccc2)CC1	i	i
Cc1ccc(Cl)cc1NC(=O)COC(=O)C1CCCC1	i	i
